High-throughput results: PubChem, The Scripps Research Institute Molecular Screening Center
TAAR1 antag: antagonists of human TAAR1; Q96RJ0; CHO RD-HGA16 TAAR1, Fluo-8 calcium fluorescence, antagonist; inhibition, % at 3 µM; 360,000 compounds, 1.5% hits; AID 624466;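 active means inhibition above a per-plate cutoff, the mean inhibition of test compounds on that plate plus 3 SD, cut at about 49% in these data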;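 further: 0% = DMSO plus EC80 beta-PEA response and 100% = DMSO alone without agonist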
Target sequence (Q96RJ0 whole entry, looked up): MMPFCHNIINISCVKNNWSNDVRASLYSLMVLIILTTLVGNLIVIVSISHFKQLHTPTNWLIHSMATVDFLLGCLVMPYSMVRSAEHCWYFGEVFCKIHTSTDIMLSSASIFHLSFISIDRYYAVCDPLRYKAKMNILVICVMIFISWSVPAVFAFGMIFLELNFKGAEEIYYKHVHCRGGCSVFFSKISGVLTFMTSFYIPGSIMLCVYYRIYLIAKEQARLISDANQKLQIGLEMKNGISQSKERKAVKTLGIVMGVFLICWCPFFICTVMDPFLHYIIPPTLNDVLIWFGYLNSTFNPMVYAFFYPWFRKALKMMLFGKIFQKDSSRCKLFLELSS
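Test system: hTAAR1-expressing CHO RD-HGA16 cells, Gα16-coupled; Probe or stimulus: EC80 β-phenethylamine stimulus; Compound dosing: single nominal final test compound concentration of 3 µM; Timing: 140 s kinetic read after compound, 140 s after agonist; Signal: Fluo-8 calcium-sensitive fluorescence; Measure: % inhibition of agonist calcium response; Controls: DMSO and EC80 PEA controls.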
V1R ag counter: counter-screen for oxytocin receptor agonists: human V1a receptor agonists | AID 2797 | P37288 | 320,000 compounds, 0.25% hits | CHO-V1R cells, Fluo-8 calcium fluorescence, agonist mode; 0% DMSO, 100% 3 nM vasopressin | activation, % at 3 µM;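 active means activation above the mean activation of all tested compounds plus 3 SD, per screening run, cut at about 20% in these data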;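 further: signal is peak over basal fluorescence ratio across a 100 second FLIPR read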
CHO-K1 Ca ag: M1 agonist counterscreen hit in parental CHO-K1 cells. 360,000 compounds, 0.48% hits. activation, % at 3 µM. Fluo-8 calcium fluorescence; scaled to maximal ATP response, vehicle zero; in the data active means activation above about 15%;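 further: untransfected CHO-K1 host cells lacking M1 receptor as counterscreen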
CHO-K1 Ca antag: counter-screen for M1 antagonists: effect in parental CHO-K1 cells; ATP-induced calcium, Fluo-8 fluorescence; inhibition, % at 3 µM; 360,000 compounds, 0.6% hits; AID 602250;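 active means inhibition above a per-plate cutoff, the plate's mean sample inhibition plus 3 SD, cut at about 24% in these data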;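 further: 0% = DMSO plus EC80 ATP and 100% = DMSO alone without ATP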
M1 PAM parental: counter-screen for M1 PAMs: effect in parental CHO-K1 cells | ATP EC20, Fluo-8 calcium fluorescence; 0% at ATP EC20, 100% at ATP max | activation, % at 3 µM | 360,000 compounds, 0.02% hits;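 active means activation above the run cutoff, the mean activation of all test compounds plus 3 SD, cut at about 40% in these data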;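 further: peak over basal fluorescence ratio in a 140 s read after ATP addition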
OXTR agonist: agonists of human oxytocin receptor | P30559 | CHO-OTR cells, Fluo-8 calcium fluorescence; normalized: DMSO 0%, oxytocin 100% | activation, % at 3 µM | 320,000 compounds, 0.32% hits;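 active means activation above the mean of all tested compounds plus 3 SD, cutoff set per screening run, cut at about 20% in these data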;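 further: peak over basal fluorescence ratio from a 100 s FLIPR kinetic read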
Target sequence (P30559 whole entry, looked up): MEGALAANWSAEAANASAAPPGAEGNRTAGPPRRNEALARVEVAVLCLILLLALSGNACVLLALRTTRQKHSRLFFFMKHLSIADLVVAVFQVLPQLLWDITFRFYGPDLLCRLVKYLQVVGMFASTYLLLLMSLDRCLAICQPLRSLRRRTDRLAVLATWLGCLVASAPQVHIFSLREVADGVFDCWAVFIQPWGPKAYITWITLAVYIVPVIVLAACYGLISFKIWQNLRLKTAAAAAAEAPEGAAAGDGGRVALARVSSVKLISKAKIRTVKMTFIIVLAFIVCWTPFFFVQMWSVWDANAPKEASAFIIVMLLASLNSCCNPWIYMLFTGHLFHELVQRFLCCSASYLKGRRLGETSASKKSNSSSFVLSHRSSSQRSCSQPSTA
CHO parental Ca: counter-screen: ATP calcium response change in parental CHO cells; parental CHO-K1, ATP-induced calcium, Fluo-8 fluorescence; inhibition, % at 5.6 µM; 330,000 compounds, 0.63% hits; AID 463079;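 active means inhibition above that plate's mean sample inhibition plus 3 SD, cut at about 26% in these data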;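 further: 0% = ATP-challenged DMSO wells and 100% = DMSO wells without ATP; some compounds past the cut are filed as inactive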
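Measured by: calcium-sensitive Fluo-8 fluorescence / Test system: CHO parental line / Controls: ATP-challenged DMSO wells low, unchallenged DMSO wells high / Measure: % inhibition / Compound: single nominal dose of 5.6 µM per compound / Replicates: single well per compound, no replicates / Reagent: ATP as calcium-mobilizing challenge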
OXTR potentiator: potentiators of human oxytocin receptor; CHO-OTR cells, Fluo-8 calcium fluorescence, potentiator mode; 0% = oxytocin EC15, 100% = EC100; activation, % at 3 µM; 320,000 compounds, 0.061% hits; AID 2445;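 active means activation above that plate's cutoff, the mean activation of tested compounds plus 3 SD, cut at about 6.6% in these data, passing the limit was not always enough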;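 further: 100% uses oxytocin at 75 nM as the full agonist control; some results filed as inactive read as strong as hits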
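Material: CHO-OTR cells, human receptor; compound dosing: single dose, 3.0 µM nominal final compound concentration; schedule: 6 min compound pre-incubation at room temperature, 100 s kinetic read; measured by: kinetic Fluo-8 calcium fluorescence; read-out basis: % activation vs EC15 and EC100 oxytocin; controls: EC15 oxytocin alone as 0%, 75 nM oxytocin as 100%; replicates: singlicate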
GPR7 antagonist: antagonists of human GPR7 (neuropeptides B/W receptor 1); GPR7-expressing cells, fluorescence antagonist assay; 290,000 compounds, 1.1% hits; inhibition, % at 4.4 µM; P48145; in the data active means inhibition above about 16%, passing the limit was not always enough;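 further: cells stimulated with the agonist NPW; 0% = agonist with vehicle and 100% = vehicle without agonist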
Target sequence (P48145 whole entry, looked up): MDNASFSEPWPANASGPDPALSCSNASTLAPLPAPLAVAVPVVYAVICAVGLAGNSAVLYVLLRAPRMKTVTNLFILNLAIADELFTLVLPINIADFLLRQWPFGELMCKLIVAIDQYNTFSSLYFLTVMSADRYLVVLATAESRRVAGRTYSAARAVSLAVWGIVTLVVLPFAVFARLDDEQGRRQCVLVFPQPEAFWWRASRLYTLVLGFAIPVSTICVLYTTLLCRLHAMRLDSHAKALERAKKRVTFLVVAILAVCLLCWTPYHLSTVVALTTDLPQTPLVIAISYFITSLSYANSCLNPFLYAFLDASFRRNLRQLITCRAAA
Active calls of the source: *; x = not tested or not shown.

SMILES	TAAR1 antag	V1R ag counter	CHO-K1 Ca ag	CHO-K1 Ca antag	M1 PAM parental	OXTR agonist	CHO parental Ca	OXTR potentiator	GPR7 antagonist
C#CCN(C[C@@H]1[C@@H](OC(=O)NC2CC2)[C@@H](OC(=O)NC2CC2)Cn2c(=O)ccc(=O)n21)S(=O)(=O)c1ccc(C)cc1	-3.1	x	0.1	-12.6	8.7	x	x	x	x
CCn1c2ccccc2c2cc(NC(=O)C(C)OC(=O)c3ccc(NC(=O)CC#N)cc3)ccc21 (stereo not drawn)	1.3	1.3	-0.3	-14.8	19.2	-0.6	6.5	-3.0	x
COc1ccc(CSc2nc(C)cc(C)c2C#N)cc1	-5.1	0.6	0.0	-3.8	-14.4	-1.2	-14.6	-8.9	-9.4
CC(=O)c1c(C)[nH]c(C(=O)OCC(=O)N2CCc3ccccc3C2)c1C	1.1	4.8	4.4	-13.7	4.7	3.3	-18.6	-3.5	x
C=CCNC(=O)CN1C(=O)c2cccc3cccc1c23	-13.8	1.0	15.0	3.0	8.2	-0.1	-1.6	4.1	16.1
CCOC(=O)c1c(C)[nH]c(C(=O)N/N=C/c2ccc(OC)c(OC)c2)c1C	-7.7	2.8	8.6	-0.2	-8.3	0.4	-14.9	-4.3	1.4
O=C(CNC(=O)c1ccco1)NCC(=O)OCc1cccc(C(=O)Oc2ccccc2)c1	3.7	2.2	0.8	-5.6	16.2	0.1	-15.0	-3.4	-14.8
Cn1c(SCc2ccccc2)nc(C(F)(F)F)cc1=O	11.9	-0.6	4.7	8.6	-3.3	-2.2	-10.0	-13.9	4.5
CCc1ccc(-c2c(C)sc(NC(C)=O)c2C(N)=O)cc1	-29.0	0.4	2.1	-8.7	20.8	0.5	-15.6	-7.4	3.5
Cc1nnc(SCC(=O)NCC2CCCCC2)n(N)c1=O	15.9	-0.1	1.0	-4.6	20.2	-0.6	-13.6	-16.2	-7.7
Cc1ncc(CN2CCC(N3CCC(C(=O)N4CCCC4)CC3)CC2)s1	x	1.2	1.0	-4.4	20.8	0.9	3.1	-5.2	-12.2
CCOc1ccc(C(=O)/C=C/c2cc(OC)c(OC)c(OC)c2)cc1	6.3	0.0	0.8	-6.7	10.6	-1.4	-23.2	-3.3	-12.4
CCCCOc1cccc(/C=C(\C#N)C(=O)NC2CC2)c1	-26.1	-1.1	1.2	-8.6	11.0	-1.6	-12.4	-6.7	5.0
CC(=O)NS(=O)(=O)c1ccc(NC(=O)CC(C)c2ccccc2)cc1 (stereo not drawn)	10.5	1.8	-0.1	-2.8	11.8	-0.4	-10.7	-5.4	-3.2
Cc1cc(C)c2nc(C)cc(Nc3ccc(C(=O)NCCO)cc3)c2c1	-14.5	0.1	0.3	-6.9	16.5	12.9	-7.3	-9.8	-16.9
O=C(Nc1ncn[nH]1)c1ccccc1Br	6.2	1.6	0.0	-4.6	9.6	-0.5	6.9	12.3	-3.7
O=C1c2ccccc2C(O)(c2ccccc2)N1c1ccc([N+](=O)[O-])cc1Cl (stereo not drawn)	1.5	x	-0.6	-3.9	0.7	x	x	x	x
CC(C)(C)OC(=O)N1CCCN(C(c2ccnc3ccccc23)c2nnnn2-c2ccc3c(c2)OCCO3)CC1 (stereo not drawn)	-16.9	x	3.7	-16.3	-2.2	x	x	x	x
CC(=O)c1cccc(OCc2cc(C(=O)N3CC4C[C@@H]5CC3C[C@H](C4)C5)no2)c1	-1.2	3.4	7.6	-8.7	-4.5	2.2	-12.2	-22.7	6.7
Cc1ccc(-n2c(CNc3ccc(F)cc3)nnc2SCC(=O)NCc2ccco2)cc1	-4.6	0.6	0.4	-11.5	12.6	0.4	-34.2	-8.8	0.2
CN(C)C1CN(Cc2cn(Cc3cccc(Cl)c3)nn2)S(=O)(=O)C1 (stereo not drawn)	2.2	x	0.9	-15.5	11.9	x	x	x	x
CN(Cc1ccccc1)C(=O)c1[nH]cnc1C(=O)Nc1ccccc1	-5.9	-0.9	0.2	-10.5	11.3	-0.6	-16.3	-0.8	x
Cc1cccc(N2CCN(C(=O)c3ccc4nc[nH]c4c3)CC2)c1C	-14.0	2.2	3.5	-14.1	11.3	-0.7	-1.5	-6.9	-12.1
O=C(NC(=S)Nc1ccc(N2CCCC2)cc1)c1ccccc1[N+](=O)[O-]	-10.5	2.6	1.8	-4.2	23.7	1.6	3.6	-8.6	-8.7
O=[N+]([O-])c1ccccc1S(=O)(=O)NC1CC2CCC1C2 (stereo not drawn)	-17.1	-0.2	0.4	2.5	-2.9	-0.1	-3.7	-3.5	-8.9
COc1ccc(-c2nc(NC(=O)c3ccc(OCC(=O)Nc4ccc(F)cc4)c(OC)c3)sc2C)cc1	65.2*	-0.4	1.9	-2.6	17.1	1.6	-16.8	-2.9	-10.0
COc1ccc2c(c1OC)C(=O)N1N=C(c3ccc(O)cc3)CC21 (stereo not drawn)	-7.2	1.2	0.6	-2.7	13.5	2.0	-1.2	-6.2	19.0
O=c1c2cc(Br)ccc2nc(-c2cccc(C(F)(F)F)c2)n1O	-9.3	61.0*	8.0	-25.8	17.6	54.2*	28.3	-21.6	-6.0
CCOC(=O)N/N=C(\C)c1ccc(OC(F)F)cc1OC(F)F	-5.5	-0.5	-0.6	7.9	3.9	-1.3	-9.6	-4.1	2.1
Cc1cn(CC(=O)N(C)Cc2ccco2)c(=O)[nH]c1=O	-8.4	x	-0.1	3.1	2.9	x	x	x	x
OC(CSc1ccc(F)cc1)CN1CCN(c2ccccc2)CC1 (stereo not drawn)	19.6	0.7	0.1	9.7	-10.9	-0.8	1.4	-1.9	-16.2
CC(NC(=O)COc1cc(=O)n(C)c2ccccc12)c1ccc2c(c1)OCCO2 (stereo not drawn)	16.6	-1.4	2.5	9.3	7.1	-0.3	-12.1	2.5	-4.3
Cc1ccccc1C(=O)NC1CCN(Cc2nnnn2C(C)(C)C)CC1	-12.8	-0.4	7.0	-16.9	7.4	0.5	-7.5	-10.2	-7.6
COC(=O)c1ccccc1NC(=O)NC1CC1	4.0	-1.1	0.3	4.0	-5.9	-1.4	-7.4	-6.1	4.7
CC(C)CCNC(=O)NC(=O)COC(=O)C1CCN(S(=O)(=O)c2ccccc2F)CC1	3.6	4.7	0.9	4.2	-10.7	2.8	-10.7	-8.8	-0.3
CCc1noc(C)c1C(=O)Nc1nc(-c2cc(C)ccc2C)c(C)s1	-4.1	0.6	0.0	16.0	-3.0	0.8	-2.5	1.9	3.0
COc1ccc(NC(=O)c2cccc(OC(F)F)c2)cc1Cl	4.7	1.7	2.7	-1.3	-0.3	1.7	-9.6	-5.5	1.7
CC1C(=O)N2CCCc3cc(S(=O)(=O)NCc4ccc(Cl)cc4)cc1c32 (stereo not drawn)	-9.8	0.0	6.1	6.4	-10.9	-0.6	-9.7	-7.1	-6.2
CCN(Cc1cn2cccnc2n1)C1CCCCC1	-6.2	0.7	10.2	-8.3	23.0	1.1	3.7	1.5	-19.7
Cc1ccccc1NC(=O)C1CCCN(C(=O)NCc2ccccc2)C1 (stereo not drawn)	-25.3	0.0	0.5	-2.9	16.4	-1.1	-14.7	-11.3	-1.1
C=C(C)CNC(=S)N=Nc1c(O)[nH]c2ccc([N+](=O)[O-])cc12	-7.7	0.5	0.5	-15.3	13.7	0.2	-10.0	-3.4	-9.3
CC(=NNC(=S)N1CCCCCC1)c1ccccn1	-16.9	x	-0.3	8.5	-25.6	x	x	x	x
Cc1ccc(OCC(=O)Nc2cc(NC(=O)COc3ccc(C)cc3)cc(C(=O)O)c2)cc1	-25.0	0.2	-0.2	-6.3	7.4	0.4	-2.7	-6.9	2.1
CC(C)c1cc(O)c(-c2ccccc2)c(=O)n1-c1ccc(Cl)cc1	-22.7	0.3	0.6	-7.3	7.3	0.2	6.0	4.1	-12.5
Cc1cccc2cc(CN(CC3CCCO3)C(=S)NCc3ccco3)c(=O)[nH]c12 (stereo not drawn)	11.9	0.6	2.0	-5.0	26.2	-0.7	-22.0	-11.8	9.6
COc1ccc(C)cc1NC(=O)CN1C(=O)CSc2ccc(S(=O)(=O)N3CCCC3)cc21	-16.8	1.2	1.2	-17.6	1.6	-0.6	-23.8	-5.8	-0.2
Nn1c(-c2ccco2)n[nH]c1=S	-10.6	-0.2	0.1	-14.9	2.2	-1.1	6.3	1.4	-12.5
O=C(NCc1ccco1)C1CC(=O)N(c2ccc(Cl)cc2)C1 (stereo not drawn)	6.5	-0.5	0.3	-5.2	3.0	0.8	-3.7	8.9	-1.1
COc1cc(C(=O)N(Cc2cccc(Cl)c2)C2CCS(=O)(=O)C2)cc(OC)c1OC (stereo not drawn)	17.4	-0.2	0.8	-1.4	17.2	-1.0	-12.1	-0.4	-3.9
COCCCN(C(=O)CCSc1ccc(F)cc1)c1c(N)n(Cc2ccccc2)c(=O)[nH]c1=O	-13.5	-0.4	-0.1	3.1	-16.3	0.5	-6.2	0.9	x
O=C1CCCC2=C1C(c1cn(-c3ccccc3)nc1-c1cccs1)c1c([nH]c(=O)[nH]c1=O)N2 (stereo not drawn)	-15.8	0.3	0.2	-10.5	22.5	-1.1	-6.1	-3.2	-10.3
O=C(CCSC1=NCCCN1)c1ccc(F)cc1	-13.1	x	0.5	-7.8	11.5	x	x	x	x
O=C1c2cccc3cccc(c23)C(=O)N1CCN1CCN(C(=S)Nc2ccc(Cl)cc2)CC1	-13.7	-0.5	0.6	13.9	-11.9	0.3	-4.2	0.2	-0.1
O=S(=O)(c1ccc(Cl)cc1)c1snnc1-c1ccccc1	19.1	-0.7	0.7	-6.4	22.4	-1.3	2.0	6.3	7.8
Cc1cc2cc(CNC(=O)c3cccc([N+](=O)[O-])c3)ccc2n1C	0.1	0.0	0.5	15.0	5.0	-0.9	-4.7	-8.7	-4.9
Cc1cc(C)cc(NC(=S)NCc2ccc(S(N)(=O)=O)cc2)c1	12.2	1.6	0.5	-0.4	5.5	0.1	-2.0	-1.3	1.0
CCOc1ccc(C(=O)Nc2nnc(NC(=S)Nc3ccccc3)s2)cc1	-44.5	0.1	0.8	-12.8	22.0	1.1	-6.5	3.3	-3.1

Records above that bear a hit mark in TAAR1 antag.
SMILES	TAAR1 antag	OXTR potentiator	GPR7 antagonist
COc1ccc(-c2nc(NC(=O)c3ccc(OCC(=O)Nc4ccc(F)cc4)c(OC)c3)sc2C)cc1	65.2*	-2.9	-10.0

Compounds were not picked by outcome. Share with any hit: about 3.5%.
